# From PubChem
# A549 tox – kills or reduces viability of A549 cells in Nrf2 counter-screen. actives 0.16% (n = 390,000). AID 504648. A549 ARE-Fluc cells, CellTiter-Fluor viability, 18-24 h. Potency, µM (highest dose often 46 µM), for inactives: at the top dose activity change, negative = cytotoxicity, hits mostly inhibitors; further: potency means the concentration at half of the fitted maximal effect; on the % scale 0 is the no-effect control and ±100 the full control effect
#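 Cytotoxicity counterscreen: CellTiter-Fluor fluorescence was measured in A549 ARE_Fluc cells after 18-24 h of compound exposure in a concentration series. The subsequent BugLite luminescent read reports ARE-luciferase activity.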
# Nrf2 ARE act – Nrf2 pathway activation | AREc32 ARE-luciferase reporter (MCF7-derived line), luminescence, 24 h | Potency, µM (titrated, usually from 46.1 µM), inactives show at the top dose activation, hits mostly activators | actives 0.31% (n = 410,000); further: potency means the concentration at half of the fitted maximal effect; % of control where 0% means no effect; nearly all actives have a fitted effect of over 65% in size
#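 ARE-driven firefly luciferase activity in AREc32 cells measured after a 24 hr compound exposure at 37 deg C, using Steady-Glo reagent and a 30 min room-temperature hold.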
# TGFb SMAD3 inh – TGF-b pathway inhibition | HepG2 CAGA-GFP TGF-b/SMAD3 reporter, GFP fluorescence, 18 h; TGF-beta stimulated, 500 pg/mL final | Potency, µM (series often up to 46.1 µM), for the others: top-dose activity, negative = inhibition, actives largely listed as inhibitors | actives 1.2% (n = 410,000); further: potency means the concentration at half of the fitted maximal effect; on the % scale 0 is the no-effect control and ±100 the full control effect; nearly all actives have a fitted effect of over 65% in size
#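 Cell-based qHTS in HEPG2 carrying a CAGA-GFP Smad reporter; compounds added before 500 pg/mL final TGF-beta, 18 h incubation at 37 degrees C, GFP fluorescence quantified per cell by imaging cytometry.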
# S2 tox – reduces viability in counter-screen for ATXN expression inhibitors. S2 cells (HEK-293 line with an ATXN2-luciferase reporter) viability, CellTiter-Fluor protease fluorescence, 24 h. Potency, µM (highest dose often 56.7 µM), most hits filed as cytotoxic. actives 0.49% (n = 400,000). AID 651635; further: potency means the concentration at half of the fitted maximal effect; nearly all actives have a fitted effect of over 40% in size
# CCT chaperon mod – changes cytosolic chaperonin activity; purified chaperonin ATPase assay, HTRF ADP detection, 30 min; activity change, % (test concentration not listed), hits read low; actives 0.3% (n = 360,000); AID 651819; in the data active means activity change below about -30%; further: on the % scale 0 is the no-effect control and ±100 the full control effect
#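 ATPase activity: ADP formed was measured by HTRF Transcreener (665/615 nm ratio) after 30 min at 37 deg C with 10 uM ATP. Compounds screened at one 76 uM concentration against 40 or 20 nM TRiC in Tris pH 7.4/KCl/MgCl2/DTT buffer.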
# HepG2 viability – HepG2 cytotoxicity, counter-screen for TGF-b inhibitors; Potency, µM (top dose mostly 46.1 µM), without a hit: at the highest dose activity change, negative = cytotoxicity, actives largely listed as cytotoxic; HepG2 CAGA-GFP viability, ATP luminescence, 18 h; actives 0.76% (n = 410,000); further: potency means the concentration at half of the fitted maximal effect; some results filed as inactive show a strong effect at the top dose
#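 CellTiter-Glo luminescence gave cytotoxicity after 18 hours at 37 degrees C. The cells were HepG2 CAGA-GFP in 1% FBS DMEM, stimulated with 500 pg/mL TGF-beta after compound addition. %Activity was normalised to no-cell wells (complete cell-killing) and DMSO (no toxicity), and curves were fitted and classified.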
# Akt phos inh – inhibitors of Akt phosphorylation. Neuro2A IGF-stimulated pAkt S473 HTRF, 20 min; stronger effect = lower value. AID 651550. actives 0.32% (n = 360,000). activity change, % for hits at 50 µM; in the data active means activity change below about -80%; inconclusive means mostly about -51% to -80%; further: on the % scale 0 is the no-effect control and ±100 the full control effect
#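 Neuro2A cells (4,500/well, DMEM with 0.5% FBS) were treated with compound at a single 50 µM final concentration, stimulated with 6 nM IGF for 20 min at 37 °C, and lysed. Phospho-Akt Ser473 was read by HTRF as 665/615 ratio ×10^4.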
# Mm-Cpn inhibitor – M. maripaludis TRiC chaperonin inhibition. purified Mm-Cpn ATPase, ADP Transcreener TR-FRET. Potency, µM (top dose mostly 76.9 µM), for the others: top-dose activity, negative = inhibition, hits mostly inhibitors. actives 0.031% (n = 330,000); further: potency means the concentration at half of the fitted maximal effect; on the % scale 0 is the no-effect control and ±100 the full control effect; nearly all actives have a fitted effect of over 80% in size
#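 Compound-treated chaperonin, 25 nM final, turns over 10 uM ATP at 37°C for 30 min following a 10 min preincubation; ADP generated competes with ADP-d2 for Eu-cryptate antibody, lowering FRET.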
# Nrf2 block – blocks Nrf2 signaling | AID 504444 | Potency, µM (doses to about 46 µM), without a hit: at the highest dose activity change, negative = inhibition, actives largely listed as inhibitors | A549 ARE-Fluc reporter, luciferase luminescence, 18-24 h | actives 2.1% (n = 360,000); further: potency means the concentration at half of the fitted maximal effect; on the % scale 0 is the no-effect control and ±100 the full control effect; nearly all actives have a fitted effect of over 60% in size
#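 A549 ARE_Fluc cells (5000/well, 5% FBS OPTI-MEM) pre-incubated 2 h, then treated with compounds 18-24 h at 37C/5% CO2 in concentration-response. CellTiter-Fluor viability read first; BugLite luciferase luminescence after 15 min at room temperature gives Nrf2 activity.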
# Starred values were filed as active, the others as inactive; i = inactive; u = inconclusive; x = no result given; [ ] = dose if it differs, or a comment. Unless noted, the call rests on the fitted dose curve; in most records, active means well fitted curve in the direction sought with a large enough effect; inconclusive means small, poorly fitted or top-dose-only effect, or another doubt; inactive means no such curve, though single readings can be large; an effect the other way counts as inactive or inconclusive. Not a hit list; overall some 4.4% were active at least once.
SMILES,A549 tox,Nrf2 ARE act,TGFb SMAD3 inh,S2 tox,CCT chaperon mod,HepG2 viability,Akt phos inh,Mm-Cpn inhibitor,Nrf2 block
CC1(C)NC(=O)N(CC(=O)Nc2nc(-c3ccc(F)cc3)cs2)C1=O,-4%,3.2%,u,i,-1.1,-5%,i,0%,24%
CC(C)(C)c1ccc(C(=O)CC(=O)c2cc(Cl)ccc2O)cc1,u,0.0%,5.6µM*,i,-2.8,-16%,i,-2%,u
COc1ccc(NC(=S)NC(NC(=O)c2ccccc2Cl)C(Cl)(Cl)Cl)c([N+](=O)[O-])c1 (stereo not drawn),u,-0.8%,-18%,i,-0.1,-35%,i,2%,u
Cc1ccc(NC(=O)NC2CCN(CC(=O)Nc3nccs3)CC2)cc1,7%,-0.4%,-22%,i,0.0,10%,i,0%,12%
NC(=O)c1cc(S(=O)(=O)N2CCCC2)ccc1OCCOc1ccccc1F,4%,-0.8%,-4%,i,-0.1,0%,i,1%,u
O=C(Nc1cccc(S(=O)(=O)N2CCCCCC2)c1)c1ccc(=O)[nH]c1,0%,0.1%,u,x,1.6,-4%,i,-1%,-24%
COc1cc2c(cc1OC)C1Cc3ccc(OC)c(OC)c3CN1CC2 (stereo not drawn),-1%,0.2%,-2%,i,0.7,2%,i,1%,u
O=C(NC(=S)NCc1ccccc1)C1CCCCC1,15%,0.0%,0%,i,1.6,-28%,i,1%,x
Cc1cccc(-c2noc(CN(C)C(=O)c3ccoc3C)n2)c1,4%,0.1%,27%,i,1.2,3%,i,-3%,1%
Cc1ccc(S(=O)(=O)N2CCOCC2)cc1NC(=O)COC(=O)c1cc[n+]([O-])cc1,1%,-0.6%,1%,i,2.0,-21%,i,4%,1%
Cc1ccc(CCNC(=O)C23C[C@H]4C[C@@H](C2)CC(n2nnc(C)n2)(C4)C3)cc1,1%,0.1%,5%,i,0.5,8%,i,1%,-26%
COc1ccc(C2=NN(C(=O)c3ccncc3)C(c3ccccc3O)C2)cc1 (stereo not drawn),-8%,3.2%,4%,i,-1.9,-5%,i,2%,u
CN1OC[C@@H]2CN(C(=S)NCCc3ccccc3)[C@H](c3ccc(N4CCCCC4)cc3)C[C@@H]21,x,-0.7%,u,u,0.9,3%,i,x,x
Cc1cccc(C)c1NC(=S)Nc1ccccc1C(=O)NCc1ccco1,u,-0.2%,3%,i,-1.5,9%,i,-2%,u
Cc1nnc(NC(=O)c2ccccc2Oc2ccccc2)s1,9%,1.9%,u,i,-1.5,-5%,i,1%,-5%
Cc1ccc2oc(=O)c3cc(C(=O)NCCCN4CCCC(C)C4)sc3c2c1 (stereo not drawn),4%,-0.8%,4%,i,1.5,8%,i,-2%,5%
O=C(NCc1cccnc1)c1ccc(Cn2cc(C(F)(F)F)ccc2=O)cc1,-1%,-0.5%[9.22 µM],0%,i,-1.6,-2%,i,-2%,-28%
O=C(/C=C/c1ccc(Cl)cc1Cl)NCCN1CCOCC1,-2%,3.1%,1%,i,-2.2,-3%,i,0%,-11%
CCCn1c(C)nc2cc(Cl)c(N3CCN(c4nc(-c5ccc(C)cc5)cs4)CC3)cc21,-4%,-0.1%,u,u,0.8,16%,i,-5%,-20%
O=c1c(Cl)nc2cc(Cl)ccc2n1CCNc1ncc(C(F)(F)F)cc1Cl,-1%,-0.8%,-8%,u,-7.4,-1%,i,-10%,9%
CCN(CC)C(=O)C1=C(C)N(CCC2=CCCCC2)C(=O)C(CC(=O)NCCN2CCOCC2)C1 (stereo not drawn),x,-1.6%,9%,i,-0.3,-20%,i,x,x
CCCOc1ccc(C2C(C(=O)c3ccc(C)o3)=C(O)C(=O)N2Cc2ccco2)cc1OCC (stereo not drawn),-23%,5.2%,-6%,i,0.3,-2%,i,-5%,u
COc1ccccc1CNC(=O)c1cc(S(=O)(=O)N2CCCC2)cn1C,3%,-1.0%,-12%,i,-0.6,-10%,i,-1%,-6%
COc1ccc(N2CCN(CCNC(=O)Nc3cccc(C)c3C)CC2)cc1,20%,-0.3%,11%,i,0.6,-22%,i,3%,u
CCOc1ccccc1NC(=O)c1cc(=O)[nH]c2ccc(S(=O)(=O)N3CCOCC3)cc12,-1%,-0.8%,12%,i,-4.5,-3%,i,-2%,-5%

# New compounds follow
SMILES,A549 tox,Nrf2 ARE act,TGFb SMAD3 inh,S2 tox,CCT chaperon mod,HepG2 viability,Akt phos inh,Mm-Cpn inhibitor,Nrf2 block
COc1ccc(C(=O)NCC2(c3ccccc3)CCOCC2)cc1,-2%,2.6%,0%,i,-1.7,-63%,i,1%,8%
Cc1ccccc1OCC(=O)N/N=C/c1cccc2cccnc12,2%,2.6%,u,i,-27,-8%,i,1%,u
Cn1c(SCC(=O)NCC2CCCO2)nc2c([nH]c3ccccc32)c1=O (stereo not drawn),-1%,11%,-7%,i,-1.2,-23%,i,0%,-16%
Cn1c(SCC(=O)Nc2cccnc2Cl)nnc1-c1ccco1,-1%,-0.2%,-3%,i,-0.3,-10%,i,0%,1%
OCc1ccc(-c2ccccc2)c(-c2ccccc2)c1,-3%,-0.2%,-23%,i,0.9,-14%,i,x,u
Cc1ccc(S(=O)(=O)Nc2ccncc2)c(C)c1,-4%,0.2%,23%,i,-2.3,13%,i,0%,-3%
Cc1ccc(SCc2nc(-c3ccc(C(=O)NCc4ccccc4Cl)cc3)oc2C)cc1,3%,-1.0%,0%,i,x,-16%,x,x,15µM*
O=C(NCCc1ccc(Cl)cc1)C1CCN(c2ncccn2)CC1,0%,0.4%,2%,i,-3.1,8%,i,4%,12%
COCc1c(C(=O)N2CCN(Cc3nc4ccccc4s3)CC2)oc2ccccc12,-5%,5.4%,-6%,i,0.0,2%,i,0%,12%
COc1cc(-c2noc(CN3CCN(c4ccccc4)CC3)n2)cc(OC)c1OC,3%,9.7%,u,i,x,-47%,x,x,6%
CC(C)n1ncc2c(C(=O)O)cc(C3CC3)nc21,16%,-0.7%,2%,i,-9.3,-10%,i,0%,16%
COc1cc(C2(c3ccc(O)c(OC)c3)C(=O)N(C)c3ccc(C)cc32)ccc1O,1%,1.8%,19%,i,0.6,-12%,i,x,23%
Cc1cc2oc(=O)cc(CSc3nc(N)cc(N)n3)c2cc1C(C)C,-3%,0.0%,-4%,i,-2.5,-47%,i,0%,-12%
CCOc1ccccc1CNc1ncnc2c1nc1n2CCCC1,-4%,-0.8%,-28%,x,x,-25%,x,x,-26%
O=C(CSc1nnc2ccc(-c3ccccn3)nn12)Nc1ccc(F)cc1F,5%,-0.6%,-5%,i,-5.1,-1%,i,-2%,-1%
Cc1ccc(S(=O)(=O)NCCCCCC(=O)Nc2c(C)n(C)n(-c3ccccc3)c2=O)cc1,2%,0.3%,1%,i,0.3,-11%,i,1%,2%
CCOC(=S)SCC(=O)Nc1ncc(C)s1,-9%,u,u,i,-1.3,-17%,i,2%,1%
CCc1nc2c(OCCn3cccc3)cccn2c1N(C)C(=O)c1ccco1,x,-0.3%,-16%,i,-2.8,-21%,i,x,x
C[C@H](O)CNC(=O)c1[nH]cnc1C(=O)Nc1cccc(Cl)c1,x,-0.6%,0%,i,-2.9,-41%,i,x,x
O=C(COc1ccc2ccccc2c1)Nc1cccnc1Cl,-1%,-0.8%,1%,i,0.6,0%,i,-12%,-16%
CCOC(=O)c1c(C)oc2ncnc(Nc3cccc(C(F)(F)F)c3)c12,2%,0.0%,u,i,x,2%,x,x,0%
CCCCN(C)CCNC(=O)CCNC(=O)Cn1ccc2ccccc2c1=O,-7%,-1.6%,16%,i,-0.9,3%,i,1%,8%
CCOC(=O)c1cnc(-n2nc(C)cc2C)nc1NNc1nc(C)cc(C)n1,5%,1.2%,-9%,i,-0.9,-1%,i,1%,-17%
COc1ccc(NCc2nnc(SCC(=O)Nc3ccccc3OC)o2)cc1,-15%,0.7%,12%,i,0.2,-8%,i,-1%,-9%
Brc1ccc(-c2noc3c2-c2nc(-c4ccccc4)sc2CC3)cc1,-11%,-0.7%,14%,i,-1.8,6%,i,x,0%
CCOCCCn1c(NN)nc2ccccc2c1=O,-1%,-0.6%,u,i,0.4,-28%,i,0%,0%

# Part of the list above, set out differently:
# Every second line gives: A549 tox, Nrf2 ARE act, TGFb SMAD3 inh, S2 tox, CCT chaperon mod, HepG2 viability, Akt phos inh, Mm-Cpn inhibitor, Nrf2 block
- COc1cc(C2(c3ccc(O)c(OC)c3)C(=O)N(C)c3ccc(C)cc32)ccc1O
  1%, 1.8%, 19%, i, 0.6, -12%, i, x, 23%
- COc1ccc(C(=O)NCC2(c3ccccc3)CCOCC2)cc1
  -2%, 2.6%, 0%, i, -1.7, -63%, i, 1%, 8%
- COc1cc2c(cc1OC)C1Cc3ccc(OC)c(OC)c3CN1CC2 (stereo not drawn)
  -1%, 0.2%, -2%, i, 0.7, 2%, i, 1%, u
- COCc1c(C(=O)N2CCN(Cc3nc4ccccc4s3)CC2)oc2ccccc12
  -5%, 5.4%, -6%, i, 0.0, 2%, i, 0%, 12%
- CCCCN(C)CCNC(=O)CCNC(=O)Cn1ccc2ccccc2c1=O
  -7%, -1.6%, 16%, i, -0.9, 3%, i, 1%, 8%
- CC(C)(C)c1ccc(C(=O)CC(=O)c2cc(Cl)ccc2O)cc1
  u, 0.0%, 5.6µM*, i, -2.8, -16%, i, -2%, u
